Screening results: PubChem BioAssay, The Scripps Research Institute Molecular Screening Center
DDE Tn7 FP inh: DD(E)-Tn7 binding inhibition, primary FP screen. inhibition, % at 8.3 µM. P02675. 0.13% of 370,000 active. AID 720508. FP displacement of FITC-Tn7 peptide from fibrin DD(E); 0% = median of compound wells per plate;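 active = inhibition above the mean of compounds falling within the control limits plus 3 SD of them, cut at about 14% in these data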;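 also: 0% = plate median of compound wells and 100% = 10 µM Aha-Tn7 peptide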
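Test system – human fibrin DD(E) · Times – 10 min preincubation, 3 h with tracer, room temperature · Detection – fluorescence polarization of the labelled Tn7 tracer · Measure – percent inhibition normalized to high-control wells · Benchmarks – high control wells with 10 µM unlabelled Aha-Tn7 peptide (full inhibition) · Repeats – singlicate testing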
ASAP1 GAP inh: inhibitors of human ASAP1 ArfGAP activity; ASAP1-stimulated ARF1 GTP hydrolysis, GDP FP detection; inhibition, % at 16.5 µM; 0.19% of 360,000 active; in the data active = inhibition above about 25%;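 also: 0% = vehicle with enzyme and substrate and 100% = no enzyme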
Tn6 DDE FP: DD(E)-Tn6 binding inhibition, primary FP screen; P02675; Fibrin DD(E) TRITC-Tn6 fluorescence polarization displacement; inhibition, % at 8.3 µM; 0.21% of 370,000 active; AID 720509;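 active = inhibition above a per-campaign cutoff: mean of compounds within control limits plus 3 SD, cut at about 15% in these data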;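 also: 0% = median of all compound wells on the plate and 100% = blocking peptide control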
PLC-gamma1 inh: inhibitors of human phospholipase C gamma1; purified PLC-gamma1, fluorogenic substrate, fluorescence; P19174; 0.84% of 370,000 active; inhibition, % at 12.2 µM; in the data active = inhibition above about 9.5%
PLCb3 inh: PLC-beta3 (human) inhibition, primary screen; AID 720704; Purified PLC-beta3, fluorogenic substrate, fluorescence; inhibition, % at 12.2 µM; Q01970; 0.18% of 370,000 active; in the data active = inhibition above about 11%;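 also: 0% = median of compound wells on plate and 100% = full blocker control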
Target sequence (Q01970 whole entry, looked up): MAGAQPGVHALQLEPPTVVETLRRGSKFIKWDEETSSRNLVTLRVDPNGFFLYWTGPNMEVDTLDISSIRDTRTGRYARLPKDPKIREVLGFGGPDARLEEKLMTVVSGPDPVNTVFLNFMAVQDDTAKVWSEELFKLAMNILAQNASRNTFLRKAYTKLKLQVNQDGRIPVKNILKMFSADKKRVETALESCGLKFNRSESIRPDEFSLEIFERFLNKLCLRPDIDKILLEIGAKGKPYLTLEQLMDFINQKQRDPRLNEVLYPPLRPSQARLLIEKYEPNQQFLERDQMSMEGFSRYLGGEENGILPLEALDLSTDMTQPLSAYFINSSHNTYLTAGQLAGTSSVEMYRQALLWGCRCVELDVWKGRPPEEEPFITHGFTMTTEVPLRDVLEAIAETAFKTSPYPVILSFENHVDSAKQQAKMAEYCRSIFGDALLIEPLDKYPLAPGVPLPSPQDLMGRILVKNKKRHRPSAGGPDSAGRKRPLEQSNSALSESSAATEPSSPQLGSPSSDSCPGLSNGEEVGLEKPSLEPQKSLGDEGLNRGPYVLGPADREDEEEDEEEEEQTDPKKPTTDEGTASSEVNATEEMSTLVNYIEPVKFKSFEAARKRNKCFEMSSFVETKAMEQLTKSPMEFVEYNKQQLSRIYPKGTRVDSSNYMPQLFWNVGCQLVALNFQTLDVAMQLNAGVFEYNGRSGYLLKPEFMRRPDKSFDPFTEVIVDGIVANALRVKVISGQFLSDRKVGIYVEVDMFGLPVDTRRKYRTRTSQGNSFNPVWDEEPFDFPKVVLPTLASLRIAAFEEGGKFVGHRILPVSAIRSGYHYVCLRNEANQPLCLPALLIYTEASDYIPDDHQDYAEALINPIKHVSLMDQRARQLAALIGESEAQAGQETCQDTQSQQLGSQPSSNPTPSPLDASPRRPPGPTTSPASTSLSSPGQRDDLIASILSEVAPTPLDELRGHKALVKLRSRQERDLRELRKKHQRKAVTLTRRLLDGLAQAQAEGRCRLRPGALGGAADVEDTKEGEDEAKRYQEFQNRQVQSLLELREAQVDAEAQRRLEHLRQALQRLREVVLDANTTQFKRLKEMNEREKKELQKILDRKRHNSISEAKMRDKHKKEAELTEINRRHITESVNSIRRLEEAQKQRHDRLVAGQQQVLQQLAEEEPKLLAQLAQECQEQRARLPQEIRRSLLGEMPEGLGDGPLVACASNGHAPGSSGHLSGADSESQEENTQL
ARFGAP1 inh: inhibits rat ARF GTPase activating protein 1. 0.26% of 360,000 active. Q62848. inhibition, % at 16.5 µM. Arfgap1-stimulated ARF1 GTP hydrolysis, GDP FP detection. AID 651572;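 active = inhibition above a per-plate limit, mean inhibition of low control wells plus 3 SD, cut at about 25% in these data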;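 also: 0% = DMSO wells with enzyme and 100% = wells lacking Arfgap1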
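Material: rat Arfgap1 GAP domain (His6, aa 1-136), purified enzyme. Also added: human ARF1(Δ1-17)-GTP substrate. Compound dosing: 16.5 µM single point, 1.26% DMSO. Timing: enzyme reaction 120 min at 25 °C after 20 min preincubation. Signal: GDP detection by fluorescence polarization. Read-out basis: percent inhibition of GAP-stimulated GDP formation, scaled between DMSO and no-Arfgap1 medians.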
SIAE primary: inhibitors of human sialic acid acetylesterase SIAE; Q9HAT2; SIAE FP-Rh probe binding, fluorescence polarization; inhibition, % at 9.66 µM; 0.69% of 370,000 active;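 active = inhibition above a cutoff: mean of compounds within the control limits plus 3 SD of those, cut at about 17% in these data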;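 also: 0% = plate median of compound wells and 100% = probe without SIAE protein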
ADAM10 inh: inhibits human ADAM10; inhibition, % at 7 µM; 0.62% of 370,000 active; recombinant ADAM10, EDANS/DABCYL FRET peptide cleavage, 3 h; AID 720582;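 active = inhibition above a per-campaign cutoff equal to the mean of compounds falling between control-based bounds plus 3 SD, cut at about 20% in these data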;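 also: 0% = DMSO wells while the 100% control is not disclosed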
ADAM17 inh: ADAM17 inhibition, QFRET primary screen; P78536; recombinant ADAM17, EDANS/DABCYL FRET peptide cleavage; inhibition, % at 6.95 µM; 0.83% of 370,000 active; AID 720648;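 active = inhibition above the mean of compounds lying between control limits plus 3 SD, set per campaign, cut at about 8.5% in these data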;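 also: 0% = DMSO-only wells as the low control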
TDP2 inh: TDP2 (human) inhibition, absorbance primary screen | recombinant TDP2, T5PNP hydrolysis, p-nitrophenol absorbance 415 nm | 0.34% of 370,000 active | AID 720702 | inhibition, % at 12.8 µM;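 active = inhibition above the mean of all tested compounds plus 3 SD, set per campaign, cut at about 25% in these data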;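 also: 0% = DMSO with enzyme and 100% = buffer with substrate but no TDP2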
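Test system: Human TDP2 enzyme | Reagent: 5 mM T5PNP | Compound dosing: 12.8 µM single point, 1% DMSO | Incubation: Enzyme reaction with compound for 2 h at 37 °C | Technique: p-Nitrophenol epi absorbance | Read-out: % inhibition relative to enzyme-containing and enzyme-free wells | Benchmarks: High control without enzyme, low control DMSO plus TDP2 | Replicates: Singlicate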
An asterisk follows results filed as active; i = inactive; · = no result given.

SMILES	DDE Tn7 FP inh	ASAP1 GAP inh	Tn6 DDE FP	PLC-gamma1 inh	PLCb3 inh	ARFGAP1 inh	SIAE primary	ADAM10 inh	ADAM17 inh	TDP2 inh
COc1nn(-c2ccccc2)c(=O)c(Cl)c1Cl	3.0	-1.8	-1.7	-1.7	-5.1	-4.6	-7.2	5.3	-1.0	18.1
COc1cc(Cn2c3ccc(NC(=O)CC(C)C(F)(F)F)cc3c(=O)n2C)ccc1F (stereo not drawn)	-1.7	0.6	-1.4	-222.1	-293.3	24.1	-1.4	i	-371.9	9.8
COc1ccccc1CN1CCC(CNS(=O)(=O)c2cc(-c3cc(C)no3)ccc2C)CC1	-2.6	-2.7	0.1	-6.7	-11.2	7.8	1.3	0.7	-7.8	3.6
COC(=O)CNC(=O)C(Cc1ccccc1)NS(=O)(=O)c1ccc2c(c1)c(=O)n(C)c(=O)n2C (stereo not drawn)	-2.7	8.6	-5.3	1.0	3.5	8.5	6.2	-0.8	-0.7	1.3
CCN(C(=O)COc1ncnc2ccccc12)C1CCCCC1	-2.3	-3.7	4.4	-0.1	2.7	-1.4	2.4	-6.6	-4.6	-4.5
O=C(N/N=C/c1ccc(-c2cccc([N+](=O)[O-])c2)o1)[C@H]1C[C@@H]1c1ccccc1	-6.3	-1.0	-1.1	3.0	-4.3	9.7	12.0	8.8	6.2	-4.6
Cc1cnc(C(=O)N2CCCC(C(=O)c3cccc(OC(C)C)c3)C2)cn1 (stereo not drawn)	2.3	0.9	1.1	-0.2	5.5	-6.9	-0.4	1.7	-2.0	-0.9
COc1ccc(-n2c(=O)cc(N3CCOCC3)[nH]c2=O)cc1	6.7	-14.4	3.3	5.3	2.4	-4.6	11.0	-2.0	-4.0	-0.9
COc1ccc(N2CCN(C(=O)C3=NNC(=O)CC3)CC2)cc1	0.9	8.4	-2.8	-3.7	-0.2	10.0	-4.6	-9.0	0.0	-1.8
C=CCN(CC=C)Cc1cc(=O)oc2cc(C)c(Cl)cc12	-2.3	-1.9	3.6	1.1	-0.3	12.3	1.4	-7.7	-0.9	1.5
Cc1ccccc1C1C(C#N)=C2N=C(N)c3c(sc4c3CCCCC4)N2C2=C1C(=O)CC(C)(C)C2 (stereo not drawn)	1.1	6.5	-0.3	-115.0	-137.2	-5.0	7.8	-66.7	-16.4	1.1
CCCCn1c(N)c(N(CC(C)C)C(=O)C2CC(=O)N(c3ccc(C)cc3)C2)c(=O)[nH]c1=O (stereo not drawn)	-0.2	1.2	-2.5	0.9	-6.1	7.6	5.0	-8.4	-7.8	0.9
CC1=C(Cl)C2=NS(=O)(=O)CCN2C=C1Cl	-5.7	14.6	1.7	-246.2	-377.2	5.8	-4.6	i	-288.5	-0.3
COc1cc(NC(=O)Cn2c([N+](=O)[O-])cnc2C)c(OC)cc1Cl	4.5	13.4	6.1	-1.5	-4.4	-5.9	1.4	-6.0	-5.5	-6.2
COc1ccc(S(=O)(=O)n2nc(OC(=O)c3ccncc3)cc2N)cc1	4.7	-6.3	4.3	3.3	4.0	-5.7	3.7	3.3	-3.0	12.8
O=C(Cn1nnc(-c2ccc(Cl)cc2)n1)NCCC1=CCCCC1	9.6	12.2	0.4	-2.2	1.2	6.3	-4.3	-3.1	-3.2	-9.7
C=CCNC(=O)CC12CC3CC(C1)CC(CC(=O)NCC=C)(C3)C2	-0.6	-12.3	-1.5	0.3	-5.9	-1.5	0.1	-5.9	-4.3	1.2
CCOc1ccc(OCc2cccc(C(=O)Nc3ccc(CN4CCCCC4)cc3)c2)cc1	5.8	10.2	0.2	0.5	-5.1	13.0	0.2	6.1	-2.2	-9.7
Cc1cccc(NC(=O)c2ccc(COc3ccccc3)o2)n1	-1.6	2.9	-5.3	-4.2	-7.8	4.8	2.7	-3.4	-4.9	1.3
O=C(Nc1cccc([N+](=O)[O-])c1)N1CCCc2ccccc21	0.3	6.0	-4.5	-0.9	-6.7	4.0	5.8	-0.6	-3.1	13.6

Grouped by structure, the compounds so far containing an NH in an aromatic ring
SMILES	DDE Tn7 FP inh	ASAP1 GAP inh	Tn6 DDE FP	PLC-gamma1 inh	PLCb3 inh	ARFGAP1 inh	SIAE primary	ADAM10 inh	ADAM17 inh	TDP2 inh
COc1ccc(-n2c(=O)cc(N3CCOCC3)[nH]c2=O)cc1	6.7	-14.4	3.3	5.3	2.4	-4.6	11.0	-2.0	-4.0	-0.9
CCCCn1c(N)c(N(CC(C)C)C(=O)C2CC(=O)N(c3ccc(C)cc3)C2)c(=O)[nH]c1=O (stereo not drawn)	-0.2	1.2	-2.5	0.9	-6.1	7.6	5.0	-8.4	-7.8	0.9

Going on with the list:
SMILES	DDE Tn7 FP inh	ASAP1 GAP inh	Tn6 DDE FP	PLC-gamma1 inh	PLCb3 inh	ARFGAP1 inh	SIAE primary	ADAM10 inh	ADAM17 inh	TDP2 inh
C=CCN1C(=O)[C@@H](CC(=O)NCc2ccccc2)[C@]2(C(=O)OC)CCCCC=C12	-0.1	·	-1.2	4.3	0.7	·	2.1	1.6	0.1	-4.1
Oc1ccc(-c2csc(-c3ccccc3)n2)cc1O	-9.8	12.1	2.3	0.6	2.6	8.9	8.4	12.9	5.9	-14.9
CCc1nnc(NC(=O)c2ccc(S(C)(=O)=O)cc2)s1	-0.7	-5.2	-8.8	3.4	-1.0	-7.3	-4.9	2.8	-1.9	7.1
O=C1CCC(C(=O)Nc2nnc(C3CC3)s2)=NN1	-1.9	-5.2	-4.3	-0.7	-0.9	-2.7	-2.5	3.6	1.9	-1.1
CCOC(=O)C1(Cc2ccccc2C(F)(F)F)CCN(C(C)CCn2cccn2)CC1 (stereo not drawn)	-0.2	-5.0	-5.1	1.2	3.0	-14.2	-0.9	-3.9	0.1	-7.0
CCN1C(=O)C(O)(CC(=O)c2ccc(-n3cccc3)cc2)c2ccccc21 (stereo not drawn)	1.9	-1.4	-6.6	-0.2	6.5	-4.7	2.5	0.8	-2.0	-4.6
COC(=O)c1ccc(-n2nnnc2SCC(=O)Nc2ccccc2C(=O)OC)cc1	-5.3	9.3	0.1	2.1	2.2	13.7	1.6	1.8	-0.1	4.3
CC(C)[C@H](NC(=O)N1CCC(Cc2ccccc2)CC1)C(=O)O	5.2	-2.2	-0.6	-1.2	-3.4	-4.7	2.2	0.8	-3.4	1.0
CC(=O)Nc1ccc(C(CCCc2ccccc2)C2=CCCCC2)cc1 (stereo not drawn)	-11.6	·	-1.2	1.2	1.7	·	-9.3	4.3	3.1	-5.7
COc1ccc(/C=N/NC(=O)c2ccncc2)c(OC)c1	1.9	-6.3	13.8	-15.2	-24.2	-8.2	9.5	-7.6	-3.8	-12.2
COc1ccc(C(=O)OCC(=O)NCc2ccccc2)c(OC)c1OC	-2.6	13.2	-2.1	9.2	1.3	2.5	-2.9	5.2	0.5	-11.1
Cc1ccc(S(=O)(=O)/N=C(/Nc2ccccn2)c2ccc(Cl)cc2)cc1	4.3	10.2	10.5	0.7	0.1	-40.9	4.6	-3.0	-3.9	-1.8
CC(NC(=O)Cn1c(=O)oc2cc(S(=O)(=O)N3CCCC3)ccc21)c1ccccc1 (stereo not drawn)	5.0	-9.2	1.1	1.6	0.6	-2.7	7.2	-15.8	-2.6	3.4
COCCN(C(=O)c1ccc(-c2ccc(Cl)cc2)o1)c1c(N)n(Cc2ccccc2)c(=O)[nH]c1=O	1.1	0.7	2.2	-4.5	-14.2	8.8	-2.7	-20.6	-2.9	-2.7
NC(=O)COC(=O)CNC(=O)c1sc2ccccc2c1Cl	-9.8	15.7	-1.2	5.6	-3.7	11.4	7.1	0.2	3.9	-19.0
Cc1ccc(NC(=O)Cn2ccsc2=N)cc1S(=O)(=O)N(C)C	1.2	-6.8	-8.5	1.8	5.4	-0.1	3.3	4.5	0.6	15.0
CSc1nnc(-c2cccn(Cc3ccccc3)c2=O)o1	-5.6	-1.5	10.4	-229.9	-272.6	5.5	-1.5	i	i	-7.6
O=C(O)C1Sc2[nH]c(=O)sc2C2c3cc(Br)ccc3OC(=O)C12 (stereo not drawn)	2.6	0.0	8.6	-14.1	-32.4	-10.4	2.9	-7.8	-2.8	-5.1
CCN(CC)C(=O)c1ncn2c1C(=O)NC[C@@H]2C	-1.0	-1.3	-1.4	-0.5	-3.8	4.0	11.1	-8.3	-4.0	5.8
COc1ccc(Cc2nc3ccc(C(=O)N4CCOCC4)cc3o2)cc1	-2.2	2.7	0.6	-0.3	-2.2	9.1	-3.1	1.6	1.1	-7.3
Cc1ccc(Cn2cc(CN3CC(N4CCN(C)CC4)CS3(=O)=O)nn2)cc1 (stereo not drawn)	-2.0	8.8	10.6	1.4	-1.6	-3.8	-6.7	-1.5	-4.8	9.0
Cc1nnc(NC(=O)CSc2n[nH]c(-c3ccccc3)n2)s1	-0.3	-0.2	5.6	1.3	-0.2	5.0	-1.7	-7.1	-0.9	-1.1
O=C(CN1CCN(S(=O)(=O)c2ccc(Br)cc2)CC1)N/N=C/c1ccco1	5.2	-7.1	-0.9	0.3	-2.0	-5.3	9.3	8.1	-0.1	3.9
COc1cc(OC)c2c(-c3ccccc3)cc(=O)oc2c1	2.1	-7.5	6.0	3.1	2.7	0.1	1.6	0.3	1.8	-3.3
Cc1nc2ccccn2c1C(=O)CSc1ccc(Cl)cc1Cl	-2.7	-2.3	0.4	1.9	3.1	-10.8	9.2	1.4	0.6	4.3
COc1ccc2oc(=Nc3cc(F)ccc3F)c(C(N)=O)cc2c1	4.3	14.8	4.6	-266.9	-357.5	15.7	-7.5	-140.6	-62.7	-0.3
CC(C)(C)n1nc2c(c1NC(=O)COc1ccc(Cl)cc1)CS(=O)(=O)C2	0.4	-5.3	-0.3	-0.5	2.7	1.0	3.3	-0.1	-1.9	10.6
CCCS(=O)(=O)Nc1ccc(Nc2c3ccccc3nc3ccccc23)c(OC)c1	-1.8	3.2	-7.4	-84.2	-121.5	7.3	1.4	i	-216.7	-6.0
COc1ccc(Br)cc1/C=N/Nc1ccc(S(=O)(=O)Nc2ccccc2C(=O)O)cc1[N+](=O)[O-]	0.7	14.1	-7.1	-2.0	0.8	-12.4	13.7	-1.9	-2.9	3.1
CCCCC(=O)OCC(=O)c1[nH]c(C)c(C(=O)OCC)c1C	-1.8	10.7	-0.6	1.7	1.7	-6.1	3.1	-3.4	0.2	-1.0
Cc1cc(N2CCCCC2)nc(SCc2ccc(C#N)cc2)n1	-7.4	4.3	-3.1	10.6*	6.0	4.2	-2.6	25.6*	8.6*	-15.5
CN(n1cnc2ccccc2c1=O)S(C)(=O)=O	7.5	1.6	5.9	0.6	-5.0	4.3	2.3	3.5	-0.9	1.2
CN(CCc1ccccc1)C(=O)c1cccc(NC(=O)Cc2ccc([N+](=O)[O-])cc2)c1	-7.0	-0.5	10.4	2.1	5.8	-5.5	5.7	4.5	4.3	0.5
